Assay outcomes from PubChem.
ERp5 inh = inhibitors of ERp5-driven insulin aggregation, primary screen, biochemical, turbidity, absorbance 650 nm, single point. Protein disulfide-isomerase A6 (Homo sapiens), Q15084. 90 min. inhibition, % at 9.99 µM. 0.05% of 350,000 active;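 active = mean replicate inhibition above about 25%, with every replicate also reaching it, limit read from the data, passing the limit was not always enough; inconclusive = only one of those two criteria met; inactive = neither criterion met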
Target sequence (Q15084 whole entry, looked up): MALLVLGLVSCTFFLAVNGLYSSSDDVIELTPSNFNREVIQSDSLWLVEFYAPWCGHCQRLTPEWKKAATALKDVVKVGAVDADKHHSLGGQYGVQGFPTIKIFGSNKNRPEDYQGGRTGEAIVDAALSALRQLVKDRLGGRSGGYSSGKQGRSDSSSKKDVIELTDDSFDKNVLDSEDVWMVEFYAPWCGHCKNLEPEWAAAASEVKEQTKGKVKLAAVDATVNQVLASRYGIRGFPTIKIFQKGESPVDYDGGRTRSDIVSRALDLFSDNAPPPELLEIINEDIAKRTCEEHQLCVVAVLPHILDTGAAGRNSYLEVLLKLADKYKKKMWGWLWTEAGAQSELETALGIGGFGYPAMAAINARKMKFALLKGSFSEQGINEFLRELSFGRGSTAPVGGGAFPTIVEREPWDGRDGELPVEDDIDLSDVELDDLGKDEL
ARNT-TACC3 inh = disruptors of ARNT/TACC3 protein interaction, primary screen, biochemical, AlphaScreen, single concentration; inhibition, % at 9.99 µM; AlphaScreen His-ARNT PAS-B/GST-TACC3 binding, luminescence; TACC3 fragment carries E629A point mutation; 0.66% of 390,000 active; Transforming acidic coiled-coil-containing protein 3 (Homo sapiens), Q9Y6A5;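 active = mean inhibition of replicates at least 50% and at least half of replicates each reaching 50%; inconclusive = half or more replicates reach 50% but mean below 50%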;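 note: 0% = complete ARNT plus TACC3 wells and 100% = ARNT alone without TACC3; many hits fall short of the cut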
Cneo AK release = Cryptococcus neoformans cell lysis inducers, primary screen, AK release luminescence, single concentration | C. neoformans lysis, adenylate kinase release luminescence, 4 h; normalised: neutral wells 0, clomiphene wells 100 | lysis activity, % at 15 µM | AID 651654, 2012 | 0.2% of 360,000 active;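 active = mean lysis activity across replicates of at least 80%, whatever share of replicates individually reach that level; inactive = mean lysis activity below 80%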
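Material – log-phase Cryptococcus neoformans yeast cells · Input – 5 × 10^6 yeast cells/mL · Medium – fresh YPD growth medium · Doses – single compound concentration per well · Timing – static 4 h at 37 °C with compound, 1 h detection · Detection – adenylate kinase release luminescence · Read-out – signal increase indicating cell lysis · Control set – Clomiphene as positive lysis control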
SIRT5 block = SIRT5 desuccinylase inhibitors, primary screen, biochemical, fluorescence imaging, single point, set 5; Purified SirT5, succinyl-peptide AMC, trypsin-coupled fluorescence; inhibition, % at 15 µM; 1.1% of 330,000 active; in the data active = inhibition above about 15%; inconclusive = no clear call, values can overlap the other calls
Target sequence (Q9NXA8 whole entry, looked up): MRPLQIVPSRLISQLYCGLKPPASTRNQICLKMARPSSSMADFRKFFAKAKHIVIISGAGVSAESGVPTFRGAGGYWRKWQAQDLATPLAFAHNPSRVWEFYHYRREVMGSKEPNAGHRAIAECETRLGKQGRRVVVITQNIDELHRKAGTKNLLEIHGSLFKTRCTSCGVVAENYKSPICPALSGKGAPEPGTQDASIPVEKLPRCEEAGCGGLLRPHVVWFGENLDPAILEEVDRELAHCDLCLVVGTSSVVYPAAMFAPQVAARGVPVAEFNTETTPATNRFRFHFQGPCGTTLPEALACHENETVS
Statin myotox sup = suppressors of statin myotoxicity in C2C12 myotubes, primary screen, cell-based, single point, plate reader | C2C12 myotubes + simvastatin, ATP luminescence, 48 h; scaled: DMSO 0, geranylgeraniol control 100 | rescue of ATP level, % at 7.49 µM | 0.78% of 330,000 active | AID 602340, 2012;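 active = mean ATP rescue above about 67%, or every replicate alone reaching that limit, limit read from the data, passing the limit was not always enough; inconclusive = no clear call, values can overlap the other calls; inactive = mean under the limit and some replicate under it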;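 note: myotubes were challenged with 10 µM simvastatin during compound exposure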
miR-122 sensor = miR-122 Renilla sensor signal increase in Huh7, primary screen, miR-122 inhibitor project, cell-based, single point, plate reader; Huh7 miR-122 Renilla luciferase sensor, 48 h; neutral wells = 0, positive control = 100; activation (reporter increase), % at 12.5 µM; 0.3% of 340,000 active; AID 602342, 2012;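 active = mean replicate activation score at least 90 and every replicate individually at or above 90; inconclusive = only one of the two criteria met; inactive = neither criterion met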;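 note: higher luciferase means less miR-122 activity so hits act as miR-122 inhibitors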
esBAF inh = Bmi1 luciferase reporter increase in mESCs, primary screen, esBAF inhibitor project, mouse ES cells, Bmi1 luciferase knock-in, single point; 24 h; 100% = twice the neutral-well signal; reporter increase, % at 12.5 µM; 2% of 350,000 active; in the data active = activation above about 40%; inconclusive = no clear call, values can overlap the other calls;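 note: 0% = median of the plate's neutral control wells and 100% = double that signal; a rise in the Bmi1 reporter signal indicates esBAF inhibition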
Active calls of the source: *; ? = inconclusive; nt = no result given; & = joins results of further samples; [ ] = another dose, or the depositor's remark. The order is random. Share with any hit: about 4%.

SMILES	ERp5 inh	ARNT-TACC3 inh	Cneo AK release	SIRT5 block	Statin myotox sup	miR-122 sensor	esBAF inh
O=C(O)CCCn1cc(NC(=O)c2ccc(F)cc2)cn1	5	-2	nt	0	nt	nt	nt
COc1ccc(CNC(=O)CCCC(=O)n2nc(C)c3ccccc32)cc1	-4	-1	1	0	-15	-3	5
CCOC(=O)C1CCN(c2cc3c(cc2NC(=O)c2ccccc2F)n(C)c(=O)n3C)CC1	1	-2	-4	0	15	nt	2
Cc1ccc(S(=O)(=O)Nc2ccc3c(c2)CC(=O)N([C@H](C)CO)C[C@H](C)[C@H](CN(C)C(=O)Nc2ccc(C(F)(F)F)cc2)O3)cc1	0	2	-63	-1	-14	-4[16.7 µM]	-6
Nn1c(SCC(=O)NC2CCCCCC2)nnc1C(F)(F)F	2	-15	0	nt	8	1	-1
COc1ccccc1NC(=O)N1C[C@H](O)COC[C@H]2O[C@@H](CC(=O)N3CCC(Cc4ccccc4)CC3)CC[C@@H]21	2	2	-1	5	18	-8[16.7 µM]	8
CCOCc1nnc(NC(=O)CS(=O)(=O)c2ccc(C)cc2)s1	5	-2	0	-5	3	-6	-2
CCCOc1ccc(C(=O)N2CC3(CC(c4cccc(NC(=O)[C@@H]5CCC(=O)N5)c4)=NO3)C[C@H]2C(=O)NC2(C(N)=O)CC2)cc1 (stereo partly specified)	1	-15	0	-3	3	nt	-3
O=C(COc1ccc(Br)cc1CNCCCN1CCOCC1)Nc1ccccc1	1	-4	nt	-2	nt	nt	nt
CCn1ccc(C(=O)Oc2ccc(Cl)cc2)n1	nt	3	-6	nt	-2	-8	-2
COc1cc(OC)c(OC)cc1CN1CCN(c2ccccc2OC)CC1	nt	2	3	nt	-11	2	6
CC(=O)NC(Cc1ccc(C)cc1)C(=O)NC1CCN(C(=O)c2cnccn2)CC1 (stereo unspecified)	nt	-17	-2	nt	0	nt	-5
COc1ccc(CCC(=O)OCC(=O)NCc2ccc3c(c2)OCO3)cc1	0	-8	-1	-4	-6	-12	0
O=S(=O)(c1ccc(Cl)cc1)N1CN(CC2CCCO2)c2nc3ccccc3nc21 (stereo unspecified)	-9	12	0	-2	28	2	17
CCN(CC)N=Nc1ccc(S(N)(=O)=O)cc1	4	-7	nt	18*	nt	1	nt
C[C@H]1CN([C@@H](C)CO)C(=O)c2cc(NS(=O)(=O)c3ccc(Cl)cc3)ccc2O[C@H]1CN(C)C(=O)Nc1ccccc1	7	-2	2	0	21	0[16.7 µM]	1
O=C(NCCC(=O)N1CCCCCCC1)c1ccc(Br)cc1	-1	4	1	4	0	0	11
CCOc1ccccc1N1C(=O)CC(N(O)c2ccccc2)C1=O (stereo unspecified)	2	-7	-2	1	26	-4	-4
C[C@@H]1CN([C@@H](C)CO)C(=O)c2ccccc2-c2ccccc2CO[C@@H]1CN(C)C(=O)Nc1ccc(F)cc1	0	3	1	3	-12	nt	-3
COCCCN(C(=O)CCSc1ccc(F)cc1)c1c(N)n(Cc2ccccc2)c(=O)[nH]c1=O	-1	0	nt	0	nt	nt	nt
COc1ccc(C(C)C)cc1S(=O)(=O)n1ccnc1C	nt	6	2	nt	0	72	-9
Cc1cc(OC(C)C(=O)NCc2ccccn2)c2c(C)c(C)c(=O)oc2c1 (stereo unspecified)	-9	-5	-1	-3	14	2	-7
CN1/C(=C\C(=O)CSc2nncn2C)C(C)(C)c2ccccc21	nt	-1	-5	nt	9	-4	7
CO[C@@H]1CN(C)C(=O)c2ccc(NC(=O)Nc3ccccc3F)cc2OC[C@@H](C)N(Cc2ccccc2F)C[C@H]1C	0	20	1	0	7	nt	18

4 compounds from above, limited to ARNT-TACC3 inh and miR-122 sensor.
| compound | ARNT-TACC3 inh | miR-122 sensor |
| --- | --- | --- |
| COc1ccc(CCC(=O)OCC(=O)NCc2ccc3c(c2)OCO3)cc1 | -8 | -12 |
| O=S(=O)(c1ccc(Cl)cc1)N1CN(CC2CCCO2)c2nc3ccccc3nc21 (stereo unspecified) | 12 | 2 |
| CCOc1ccccc1N1C(=O)CC(N(O)c2ccccc2)C1=O (stereo unspecified) | -7 | -4 |
| CO[C@@H]1CN(C)C(=O)c2ccc(NC(=O)Nc3ccccc3F)cc2OC[C@@H](C)N(Cc2ccccc2F)C[C@H]1C | 20 | nt |

Other records:
SMILES	ERp5 inh	ARNT-TACC3 inh	Cneo AK release	SIRT5 block	Statin myotox sup	miR-122 sensor	esBAF inh
O=c1nc(N(c2ccccc2)c2ccccc2)[nH]c(=O)[nH]1	nt	-1	-4	nt	3	-3	-7
CCCNc1c(NS(=O)(=O)c2ccc(NC(=O)CC)cc2)c(=O)oc2ccccc12	2	2	nt	-1	-3	-4	0
CCCNC(=O)CN1C(=O)COc2ccc(S(=O)(=O)N3CCCCCC3)cc21	2	-7	1	6	6	3	4
O=c1c2cc(Br)ccc2nc(-c2cccc(C(F)(F)F)c2)n1O	nt	8	0	nt	-180	-2	-8
Cc1ccc(N2CCN(S(=O)(=O)N3CCCCC3)CC2)cc1C	-6	nt	0	nt	-7	-1	4
O=C(NCCc1nnc2ccc(NCCCN3CCOCC3)nn12)c1ccccc1	0	-3	0	-2	1	nt	-2
CCOc1ccc(NC(=O)CSc2ccc3nnc(-c4ccccn4)n3n2)cc1	3	11	2	18*	nt	nt	nt
COc1ccc(NC(=O)N(C)C[C@@H]2OCCCC[C@@H](C)Oc3ccc(NC(=O)CCCN(C)C)cc3C(=O)N([C@H](C)CO)C[C@@H]2C)cc1	-1	-8	41	1	nt	14[16.7 µM]	-3
C=CCn1c(C(CC)CC)nc2ccccc21	2	nt	1	-5	nt	3	nt
Cc1ccc(S(=O)(=O)Nc2ccc3c(c2)C(=O)N([C@@H](C)CO)C[C@@H](C)[C@@H](CN(C)C(=O)Nc2ccc4c(c2)OCO4)O3)cc1	nt	nt	nt	nt	16	-3[16.7 µM]	0
CC(NC(=O)c1cncc(Br)c1)c1ccc(S(N)(=O)=O)cc1 (stereo unspecified)	nt	-1	1	nt	-3	4	-4
Clc1ccc(-c2cc(CN3CCOCC3)no2)cc1	-3	-4	2	-6	6	-9	18
C[C@@H]1CN([C@H](C)CO)C(=O)Cc2cc(NC(=O)C3CC3)ccc2O[C@@H]1CN(C)Cc1ccncc1	-2	1	1	-7	14	-6[16.7 µM]	-2
CN(C(=O)COC(=O)c1cc(-c2ccco2)nc2ccccc12)C1CCS(=O)(=O)C1 (stereo unspecified)	4	1	0	-19	1	1	-6
Cc1cccc(NC(=O)C2CCCN(C(=O)Nc3ccccc3)C2)c1C (stereo unspecified)	nt	nt	5	nt	-52	8	4
Cc1noc(C)c1S(=O)(=O)N(C)C[C@H]1OCc2ccccc2-c2c(n(C)c3ccccc23)C(=O)N([C@H](C)CO)C[C@@H]1C	-1	6	-5	4	32	nt	1
COc1cccc(/C=C2/SC(=S)N(CCC(=O)N3CCOCC3)C2=O)c1	-4	13	2	1	-2	-13	13
O=C(CNC(=O)c1ccccc1F)NCCN1C(=O)S/C(=C\c2ccccc2Cl)C1=O	-2	-1	0	-1	nt	-4	nt
NC(=O)c1ccccc1NC(=O)COc1ccc(Cl)cc1	1	-3	-1	-5	-16	-16	?
Cc1ccc(CN2CCN(C3CCC3)CC2CCO)cc1 (stereo unspecified)	-3	5	-1	-1	-3	nt	1
CC(C)(C)[C@@H]1C=C(C(=O)NCc2ccccc2)O[C@H](OCc2ccc(CO)cc2)C1	3&10	-4&-5	5&0	-5&1	-8	nt	-1
N#C[C@@H]1[C@H](c2ccc(C3=CCCCC3)cc2)[C@@H](CO)N1C(=O)c1ccccn1	1	26	-3	1	-12	nt	1
Cc1nc2ccc(NC(=O)NCCCO)cc2s1	nt	-1	1	nt	nt	-1	31
CCCNC(=O)N(C)C[C@@H]1Oc2cc(-c3ccncc3)ccc2S(=O)(=O)N([C@@H](C)CO)C[C@@H]1C	-1	-1	-2	-5	15	-5[16.7 µM]	0
C/C(=N/NC(=O)c1ccccc1)C(=O)O	-1	-10	nt	-2	-3	nt	5
COC(=O)c1cc(NC(=O)c2ccccc2)c(=O)oc1C/C=N\OCc1ccc(Cl)cc1Cl	nt	-19	3	nt	3	-8	-6
O=C(Nc1cccc(C(F)(F)F)c1)c1cccnc1N1CCN(c2ccccc2)CC1	nt	nt	-18	nt	-4	0	-1
CC(C)CN1CCC(CN(C)Cc2nc(-c3cnccn3)no2)CC1	?	6	-1	7	-8	-3	-1
C/C(=N/NC(=O)c1ccccc1)C1=C(O)CC(C)(C)CC1=O	-6	-3	nt	-1	nt	nt	nt
COc1ccc(S(=O)(=O)N(C)C[C@@H]2Oc3ccc(NC(=O)Cc4ccccc4)cc3C(=O)N([C@@H](C)CO)C[C@H]2C)cc1	0	-4	-2	-2	2	-13[16.7 µM]	5
C[C@H]1CN([C@@H](C)CO)C(=O)c2cc(NC(=O)CCC(F)(F)F)ccc2O[C@H]1CN(C)S(=O)(=O)c1cn(C)cn1	-3	-16	0	-3	-22	-1[16.7 µM]	-4
CCCCN1C(=O)CCC(C(=O)O)C1c1ccc([N+](=O)[O-])cc1 (stereo unspecified)	3	3	0	-3	-2	-7	0
Cc1[nH]c2ccc(C(=O)NCCN3CCOCC3)cc2c1C	6	-4	5	2	-1	4	2
CCN(CC)C(=O)c1[nH]cnc1C(=O)NCc1ccc(CNC(=O)OC(C)(C)C)cc1	5	5	-1	nt	22	-6	10
O=C(N[C@H]1CC[C@H](CCNS(=O)(=O)c2ccc(F)cc2)O[C@@H]1CO)c1cccnc1	1	-4	-1	1	-1	nt	0
CCCCOc1ccc(C(O)(CCN2CCOCC2)c2ccccc2)cc1 (stereo unspecified)	3	-3	4	-1	-10	2	10
CC(O)CNCc1cccc2ccccc12 (stereo unspecified)	nt	-5	-1	nt	2	-5	-3
O=C(NCc1ccccn1)c1ccc(NC(=O)c2ccco2)cc1	nt	1	-2	nt	nt	0	-6
O=C(NCC[C@@H]1CC[C@H](NS(=O)(=O)c2cccc(F)c2)[C@@H](CO)O1)C1CCCCC1	-7	-10	1	3	5	nt	6
Cc1ccc(NC(=S)N2CCCC2)cc1C	-8	-5	-1	1	2	5	33
Cc1ccccc1C(=O)Nc1ccccc1C(=O)NCC(C)C	-15	-2	-1	-3	5	-1	-5
CN(C)C(=O)c1cccc(-c2ccc3nncn3c2)c1	-2	nt	0	nt	6	1	7
Cc1ccc(C(=O)NC(=S)NCCCN2CCOCC2)cc1	5	2	-5	-3	nt	nt	5
CCCCc1ccc(S(=O)(=O)N/N=C(/C)c2ccncc2)cc1	1	-3	5	-2	-15	-2	0
CCC(=O)Nc1cc(C(=O)OCC(=O)c2ccccc2Cl)ccc1C	nt	-7	-6	nt	-1	-2	64*
Cc1nc(-c2ccc3c(c2)OCCO3)cs1	-3	2	nt	-3	nt	nt	nt
O=C(Nc1cc(Cl)ccc1N1CCOCC1)c1ccc(N2CCCC2=O)cc1	-2	-1	nt	0	nt	-5	nt
CC(C)CNC(=O)C1(C)CCCN1C(=O)CSc1ccccc1 (stereo unspecified)	4	nt	-2	nt	-6	-3	1
CN(c1ccc(OCC(=O)OCc2nnc(-c3ccccc3)o2)cc1)S(=O)(=O)c1ccc(Cl)cc1	8	0	-1	-4	-12	nt	1
CCN1Cc2ccccc2-c2ccccc2S1(=O)=O	-2	-5	1	-10	-3	-2	-1
COCCNC(=O)c1ccc(CSCc2cccc(Cl)c2)o1	3	-6	4	-2	9	-7	4

Looked up above:
ARNT-TACC3 inh with O=C(NCc1ccccn1)c1ccc(NC(=O)c2ccco2)cc1 : 1
ERp5 inh with CC(C)CNC(=O)C1(C)CCCN1C(=O)CSc1ccccc1 (stereo unspecified) : 4
